S1P3 agonist: activates the human S1P3 receptor; Q99500; S1P3 NFAT-BLA reporter cells, agonism, FRET ratio; relative to 1 µM S1P, basal subtracted; activation, % at 4.5 µM; 60,000 compounds, 0.1% hits;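 active = activation above the screen-wide mean plus 3 SD, cut at about 4.5% in these data, passing the limit was not always enough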; also: some compounds called inactive have numbers as strong as hits
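Assay system: stable CHO line with human S1P3, Gα16, NFAT-BLA reporter; Detection: FRET β-lactamase substrate fluorescence, excitation 405 nm, 460/535 nm emission ratio, background-subtracted; Read-out: percent activation versus median 1 µM S1P response, basal-subtracted, per plate; Incubation: cells plated overnight, compound 4 h 37 °C, substrate 2 h RT.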
MMP13 inh: inhibitors of human MMP13; P45452; MMP-13 fTHP FRET cleavage, Mca fluorescence; inhibition, % at 4 µM; 65,000 compounds, 0.07% hits;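 active = inhibition above the mean of compound-free control plate wells plus 3 SD, cut at about 14% in these data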;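 also: 0% = DMSO wells and 100% = wells with reference MMP-13 inhibitor after basal subtraction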
5-HT1A blocker: blocks the human serotonin 5-HT1a receptor | P08908 | CHO 5-HT1a Ga15 NFAT-bla reporter, antagonist mode | inhibition, % at 10 µM | 62,000 compounds, 0.68% hits | AID 612;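 active = inhibition above the mean of all tested compounds plus 3 SD, cut at about 43% in these data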;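 also: receptor stimulated by 5-CT agonist at 100 nM near EC80; beta-lactamase reporter measured by ratiometric fluorescence of a cleavable substrate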
5HT1E ag: agonists of human 5-HT1E serotonin receptor | P28566 | CHO 5-HT1E Ga15 NFAT-bla reporter, FRET; 0% DMSO wells, 100% control agonist wells | activation, % at 6 µM | 65,000 compounds, 0.69% hits | AID 574;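 active = activation above a set limit, the screen-wide mean activation plus 3 SD, cut at about 8.5% in these data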;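 also: 100% = positive control agonist at 1 µM giving full maximal response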
Autofluor 339: intrinsic fluorescence of library compounds, ex339/em460 – biochemical, MLSMR library, data from DPM-DC assay, artefact control, profiling panel. compound autofluorescence, ex339/em460 nm, NADH buffer; active compounds read high; 1 = no-compound wells, NADH background. fluorescence fold increase at 10 µM. 65,000 compounds, 5.5% hits. AID 709;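 active = at 10 µM, mean starting fluorescence two-fold or more over control wells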;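 also: signal is the first read of a kinetic run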
5HT1E antag: antagonists of human 5-HT1E serotonin receptor; P28566; CHO 5-HT1E Ga15 NFAT-bla reporter, FRET, antagonist; inhibition, % at 6 µM; 65,000 compounds, 0.99% hits; AID 571;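 active = inhibition above a set limit, the mean inhibition across every tested compound plus 3 SD, cut at about 29% in these data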;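 also: signal is the 460 over 535 nm emission ratio of beta-lactamase substrate; 0% = agonist plus DMSO wells and 100% = wells without agonist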
S1P1 ag pot: activates or potentiates agonism at human S1P1 receptor | activation, % at 9.5 µM | P21453 | S1P1 CRE-bla cells, forskolin, beta-lactamase FRET, potentiator mode; S1P1 agonist co-added at EC20, 2 nM; 100% = saturating reference agonist, 0% = basal | 56,000 compounds, 0.57% hits;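 active = activation above a cutoff set at the mean activation of all tested compounds plus 3 SD, cut at about 54% in these data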;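 also: forskolin at 4 µM as EC80 and the EC20 agonist is SEW2871; 100% = SEW2871 at its EC100 plus forskolin at EC80; some compounds past the cut are filed as inactive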
A340 absorber: compound absorbs light at 340 nm; AID 708; 65,000 tested, under 10 active; fold change at 10 µM; compound absorbance at 340 nm, fold over control;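 active = at 10 µM dose, initial 340 nm absorbance at least 2 fold that of control wells; inactive = change under 2 fold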;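 also: initial absorbance extrapolated from kinetic A340 decline of NADH oxidation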
Her2 expr inh: lowers expression of human Her2 kinase; AID 645; P04626; SKBR-3 HER2 protein level, AlphaScreen, 18-24 h; active compounds read low; 65,000 compounds, 0.69% hits; HER2 level % of control, % at 10 µM;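 active = HER2 level under 5% of the carrier-only control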;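 also: 100% = DMSO carrier and 0% = 500 nM PU-H71 HSP90 inhibitor; lower value means stronger loss of Her2 protein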
Target sequence (P04626 whole entry, looked up): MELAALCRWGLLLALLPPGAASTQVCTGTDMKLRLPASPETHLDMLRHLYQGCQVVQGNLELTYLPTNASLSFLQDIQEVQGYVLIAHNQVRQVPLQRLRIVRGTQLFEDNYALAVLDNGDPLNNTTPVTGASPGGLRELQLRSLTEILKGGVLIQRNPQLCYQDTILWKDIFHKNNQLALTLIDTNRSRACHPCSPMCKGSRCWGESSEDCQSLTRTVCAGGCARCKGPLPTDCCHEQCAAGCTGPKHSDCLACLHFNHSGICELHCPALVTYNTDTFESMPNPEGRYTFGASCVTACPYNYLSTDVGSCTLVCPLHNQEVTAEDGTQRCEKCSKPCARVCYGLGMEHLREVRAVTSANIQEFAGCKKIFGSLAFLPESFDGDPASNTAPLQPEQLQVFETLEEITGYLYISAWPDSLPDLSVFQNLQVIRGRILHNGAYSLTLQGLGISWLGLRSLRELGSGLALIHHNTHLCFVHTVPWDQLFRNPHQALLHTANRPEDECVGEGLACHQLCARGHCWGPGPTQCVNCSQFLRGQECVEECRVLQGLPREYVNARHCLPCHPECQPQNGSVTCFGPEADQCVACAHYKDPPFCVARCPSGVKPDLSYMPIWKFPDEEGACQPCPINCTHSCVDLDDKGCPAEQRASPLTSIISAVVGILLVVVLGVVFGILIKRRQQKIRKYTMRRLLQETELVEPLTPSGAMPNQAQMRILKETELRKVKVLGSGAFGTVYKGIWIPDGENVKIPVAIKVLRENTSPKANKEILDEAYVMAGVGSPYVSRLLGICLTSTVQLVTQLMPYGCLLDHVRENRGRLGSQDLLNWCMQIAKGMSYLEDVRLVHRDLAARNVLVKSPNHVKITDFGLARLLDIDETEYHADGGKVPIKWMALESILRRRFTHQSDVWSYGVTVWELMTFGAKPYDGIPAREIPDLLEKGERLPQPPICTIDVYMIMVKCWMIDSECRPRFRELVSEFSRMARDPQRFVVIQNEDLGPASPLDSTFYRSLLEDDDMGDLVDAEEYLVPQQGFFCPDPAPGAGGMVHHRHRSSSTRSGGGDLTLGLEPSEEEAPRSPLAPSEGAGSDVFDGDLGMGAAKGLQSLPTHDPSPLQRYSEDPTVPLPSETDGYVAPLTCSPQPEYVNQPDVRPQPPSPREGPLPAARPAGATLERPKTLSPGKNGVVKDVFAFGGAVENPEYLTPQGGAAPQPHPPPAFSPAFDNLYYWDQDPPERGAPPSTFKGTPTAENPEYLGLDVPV
* = called active by the depositor; / = no result given; [ ] = remark or other dose.

SMILES	S1P3 agonist	MMP13 inh	5-HT1A blocker	5HT1E ag	Autofluor 339	5HT1E antag	S1P1 ag pot	A340 absorber	Her2 expr inh
Cc1cc(C)cc(OCc2nnc(SCC(=O)N3CCN(c4ccccc4)CC3)o2)c1	-0.4	-1	20	0.2	1.1	9	2	1.1	68
CCC(=O)Nc1ccc(-c2nnc(SCC(=O)Nc3nccs3)n2C)cc1	-0.5	4	1	0.4	1.2	19	1	0.97	81
O=S(=O)(c1ccc2nc(Cc3cccc(C(F)(F)F)c3)[nH]c2c1)N1CCOCC1	/	0	9	0.0	1	16	/	1	70
CC(C)CN(CC(C)C)S(=O)(=O)N1CCC(C(=O)NCc2cccs2)CC1	-0.4	6	3	0.5	1.1	-3	1	0.98	91
OCCN1CCN(CCSc2ccccc2)CC1	-0.7	6	-4	-0.8	1	6	6	0.98	114
N#CC(C(=O)OC1CCCCC1)c1nc2ccccc2nc1N1CCOCC1 (configuration not stated)	-1.8	3	2	0.1	1.1	2	10	1	130
CC(=O)c1c(N)n(C)c(=O)n(C)c1=O	-0.2	3	1	22*	1.1	7	6	1	80
CC(=O)Nc1ccc(-c2nc(C)c(C(C)=O)n2O)cc1	-0.9	-2	-2	-0.9	1.6	0	-16	1.2	/
CCCOC(=O)C1=C(C)NC2=C(C(=O)C(C(=O)OC)C(C)C2)C1c1ccc(N(CC)CC)cc1 (configuration not stated)	/	-2	16	0.3	1.1	0	/	1.1	/
CC1CCc2nn(CC(=O)NCCN3CCCCC3C)cc2C1 (configuration not stated)	0.1	1	-7	0.1	1.1	1	-19	1	105
Cc1ccc(C)c(S(=O)(=O)N2CC(=O)Nc3ccccc32)c1	-0.2	3	13	0.1	1.1	13	2	1	154
O=C(CCN1CCc2ccccc2C1)Nc1ccccc1F	-0.8	2	-6	6.9	1.1	-7	/	1	107
COC(=O)c1ccccc1NC1OC(=O)c2ccccc21 (configuration not stated)	-0.4	-14	-1	-0.1	3*	-9	7	1.1	93
N#Cc1nc(COc2ccc(Cl)cc2)oc1NCc1ccc2c(c1)OCO2	/	5	52*	-0.6	1	3	/	1	57
Cc1nc2c(C(=O)NCc3ccc4c(c3)OCO4)c[nH]n2c(=O)c1Cc1ccccc1F	0.6	-25	-12	0.2	1.6	-22	-99	1	71
Cc1cc(SCC(=O)c2ccccc2)nc(C)n1	-0.7	-3	-7	-0.6	1.1	10	-8	1	64
CNC(=O)NC(=O)CSc1nc2cc(C(=O)OC)ccc2c(=O)n1-c1ccccc1	0.3	-2	-6	-0.2	1.2	-4	-35	1	163
Cc1cc(C)nc(SC(C)C(=O)O)n1 (configuration not stated)	-1.7	6	12	0.8	1.1	-4	6	1.1	/
O=c1c(/C=N/O)c(Nc2ccccc2)nc2ccccn12	-0.9	-2	4	-0.1	1.1	14	-28	1.1	99
Cc1c(O)nc(SC2CC(=O)N(c3ccccc3)C2=O)[nH]c1=O (configuration not stated)	-0.9	-2	8	-1.1	1.1	11	-14	1.1	96
Cc1cc(C)nc(NS(=O)(=O)c2ccc(NC(=O)c3ccc4c(c3)OCO4)cc2)n1	0.3	6	-11	-0.5	1.1	-1	-16	1	91
CC(=O)Nc1nonc1-c1ccccc1	-1.5	4	12	-0.4	1.1	6	-15	1	109
Cc1ccc(-n2c(=O)c3sccc3n(CC(=O)N3CCCC3)c2=O)cc1	-0.4	-1	5	-0.6	1.1	-2	-9	1	87
CCOC(=O)N1CCC(NC(=O)c2ccc3c(=O)n4c(nc3c2)CCCC4)CC1	-0.1	-1	-2	0.4	1.2	-2	7	1	117
Cc1cnc(NC(=O)CSc2nnc(-c3cccs3)n2C)s1	0.1	3	7	-1.5	1.1	8	-16	1	112

Single records (already shown). Order of screens: S1P3 agonist	MMP13 inh	5-HT1A blocker	5HT1E ag	Autofluor 339	5HT1E antag	S1P1 ag pot	A340 absorber	Her2 expr inh
O=S(=O)(c1ccc2nc(Cc3cccc(C(F)(F)F)c3)[nH]c2c1)N1CCOCC1 is listed as /	0	9	0.0	1	16	/	1	70
CNC(=O)NC(=O)CSc1nc2cc(C(=O)OC)ccc2c(=O)n1-c1ccccc1 is listed as 0.3	-2	-6	-0.2	1.2	-4	-35	1	163
CCC(=O)Nc1ccc(-c2nnc(SCC(=O)Nc3nccs3)n2C)cc1 is listed as -0.5	4	1	0.4	1.2	19	1	0.97	81
Cc1cnc(NC(=O)CSc2nnc(-c3cccs3)n2C)s1 is listed as 0.1	3	7	-1.5	1.1	8	-16	1	112

Back to the main list, starting 4 compounds before the break.
SMILES	S1P3 agonist	MMP13 inh	5-HT1A blocker	5HT1E ag	Autofluor 339	5HT1E antag	S1P1 ag pot	A340 absorber	Her2 expr inh
CC(=O)Nc1nonc1-c1ccccc1	-1.5	4	12	-0.4	1.1	6	-15	1	109
Cc1ccc(-n2c(=O)c3sccc3n(CC(=O)N3CCCC3)c2=O)cc1	-0.4	-1	5	-0.6	1.1	-2	-9	1	87
CCOC(=O)N1CCC(NC(=O)c2ccc3c(=O)n4c(nc3c2)CCCC4)CC1	-0.1	-1	-2	0.4	1.2	-2	7	1	117
Cc1cnc(NC(=O)CSc2nnc(-c3cccs3)n2C)s1	0.1	3	7	-1.5	1.1	8	-16	1	112
CC(C)OCCCNC(=O)CCc1nc(-c2ccccc2)no1	-0.1	-6	0	0.3	1.1	-5	-9	1	103
Cc1ccc(C)c(CN2C(=O)C(C)Oc3ccc(C)cc32)c1 (configuration not stated)	0.8	1	18	-1.0	1	-7	-12	0.99	94
O=C(N1CCOCC1)N1CCN(S(=O)(=O)N2CCCCC2)CC1	-0.5	5	5	0.4	1.1	-6	/	1	48
CC1CCCCN1C(=O)N[C@@H](Cc1ccccc1)C(=O)O (some centres not stated)	-0.8	0	-14	-0.8	1.1	-3	-21	1	94
Cc1ccc(S(=O)(=O)N2CCN(C(=O)c3cc(=O)[nH]c4ccccc34)CC2)c(C)c1	0.8	-15	0	0.7	1.4	4	-7	1	93
O=C1CC(C(=O)Nc2ccccc2)N=C(N2CCOCC2)N1 (configuration not stated)	-0.3	3	-8	-0.3	1.1	1	/	1.1	106
OCC1(CO)COC2(CCCC2)N1	-0.6	-5	-5	-0.2	1.1	-11	1	1	97
O=C(/C=C/N1CCOCC1)c1ccc(-c2ccccc2)cc1	-2.1	2	7	-0.5	1	14	2	1.1	99
CCCNc1nc2c(c(=O)[nH]c(=O)n2C)n1CCC(C)C	0.4	7	-3	0.8	1.1	13	-53	1	63
Cc1ccc2c(c1)nnn2C1CCN(S(=O)(=O)c2ccc(C(=O)N3CC(C)CC(C)C3)cc2)CC1 (configuration not stated)	-0.1	0	-15	0.8	1	-6	12	1	63
COc1ccc(-c2noc(-c3ccc(Cl)cc3)n2)cc1	-0.4	0	-4	-1.1	1.1	9	/	1.1	80
Cc1cc(C)c2[nH]c(=O)c(CN(C(=O)C3CCCO3)C3CCCC3)cc2c1 (configuration not stated)	-0.8	1	7	-0.7	1.3	1	7	0.99	99
COc1ccc2cc(S(=O)(=O)N3CCN(C)CC3)ccc2c1	-0.8	-8	19	-1.3	1.2	1	3	0.98	124
CCOC(=O)c1[nH]c2ccc(OC)cc2c1NC(=O)C(C)N1CCSCC1 (configuration not stated)	-1.0	-131[fluorescence artefact?]	4	0.1	3.8*	-9	-27	1.1	94
COc1cc(-c2nn3c(C4CCCCC4)nnc3s2)cc(OC)c1OC	0.5	-25	/	0.3	1.2	26	-66	1	92
CC(C)(C)C(=O)C(CO)(Oc1ccc(Cl)cc1)n1cncn1 (configuration not stated)	0.8	-2	-20	0.7	1	4	2	1	100
CCc1nc(NCCCN2CCOCC2)c2oc3ccccc3c2n1	0.0	-13	15	-0.4	1	-3	-21	0.97	69
COc1ccc(NC2=NCC(=O)N2c2ccccc2F)c(OC)c1	-0.5	4	3	-1.6	1.1	7	4	1	124
Nc1ccccc1SCc1cn2ccccc2n1	-0.1	-4	-7	0.1	1.1	-5	1	0.99	79
CCn1c(CC(=O)Nc2cccc(OC)c2)nnc1SCC(=O)Nc1nccs1	-0.7	5	-10	-0.1	1	0	/	0.98	121
COc1ccc(C2CC(c3ccc(Cl)cc3)Nc3nc(NC(=O)c4ccco4)nn32)cc1 (configuration not stated)	1.0	-5	3	-0.3	1.1	-6	-7	0.97	89
CC(C)CCNC(=O)NC(=O)CN1C(=O)NC2(CCCCC2)C1=O	-0.2	0	-8	-0.4	1.1	-22	-7	1	99
O=C1C(=O)N(CCO)C(c2cccc(F)c2)/C1=C(\O)c1ccc(Cl)cc1 (configuration not stated)	-0.2	-11	-10	0.2	1.1	3	-1	1.1	92
COC(=O)C1=C(C)N=C2SCCC(=O)N2C1c1ccc(C(=O)OC)cc1 (configuration not stated)	-0.7	0	1	0.0	1.1	-6	-2	1.2	75
CCc1n[nH]c2c1C(=O)CC(C)(C)C2	1.0	8	-7	0.8	1.1	-4	0	1	90
Going on with the list.
SMILES	S1P3 agonist	MMP13 inh	5-HT1A blocker	5HT1E ag	Autofluor 339	5HT1E antag	S1P1 ag pot	A340 absorber	Her2 expr inh
C=CCOC(=O)CCC(=O)Nc1cccc2ccccc12	-0.3	3	-1	0.1	1.1	14	-7	1.1	103
COC(=O)C1=C(C)N=c2s/c(=C3\C(=O)Nc4ccccc43)c(=O)n2C1c1ccccc1 (configuration not stated)	0.8	1	4	1.1	1	-10	-2	1	67
CC12CN3CC(C)(CN(C1)C3c1ccc3c(c1)OCO3)C2=O (configuration not stated)	0.6	0	4	-0.3	1.1	0	0	1	105
O=C(NC1(C(F)(F)F)NC(=O)N(Cc2ccco2)C1=O)c1cccs1 (configuration not stated)	-1.0	0	5	0.3	1.1	-3	-17	0.99	107
Cc1cc(C(F)F)n2nc(C(=O)Nc3ccc(F)cc3F)nc2n1	-0.2	-2	5	0.3	1.1	-1	2	1	101
CCOC(=O)/C=C1\SCC(=O)N1CCOc1cccc(Br)c1	/	1	14	0.3	1	-3	/	1	/
CN(Cc1ccccc1)C(=O)c1cnc2n(c1=O)CCS2	-0.9	0	3	-0.2	1.1	17	-3	1	87
O=C(c1cccc(F)c1)N1CCc2ccccc2C1	-0.4	2	-16	0.2	1.1	-13	/	1	165
Cc1cc(=O)n2nc(N3CCC(C(=O)NC4CCCc5ccccc54)CC3)sc2n1 (configuration not stated)	-1.0	2	4	0.7	1.1	6	5	1	124
CCOC(=O)C1CCCN(C(=O)c2cc3c(=O)n(C)c4ccccc4c3n2C)C1 (configuration not stated)	-0.1	0	-9	0.6	1.1	6	-21	1	84
CC(CC(=O)NC1CCSC1=O)c1ccccc1 (configuration not stated)	-1.1	-1	2	-0.9	1	11	/	0.99	93
CCC(=O)N1CC2(C)CN(C(=O)CC)CC(C)(C1)C2	/	3	2	-0.1	1.1	-4	/	1.1	/

From PubChem BioAssay
